Source: PubChem BioAssay (National Center for Advancing Translational Sciences (NCATS))
IDH1 R132H inh: inhibitors of human mutant IDH1 R132H. Potency, µM (highest dose often 76.6 µM), without a hit: top-dose activity change, negative = inhibition, hits mostly inhibitors. IDH1-R132H enzyme, NADPH consumption, diaphorase/resazurin fluorescence. O75874. AID 602179. 390,000 tested, 0.093% active; also: potency is read from the fitted curve at half-maximal effect; % is scaled to controls: 0 for no effect and ±100 for the full control effect; nearly all actives have a fitted effect of over 65% in size
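IDH1-R132H (0.5 ug/mL) preincubated 30 min with compound, then NADPH (0.016 mM) and alpha-KG (2 mM) added; 80 min at RT, pH 7.5. Remaining NADPH coupled via diaphorase/resazurin to fluorescence (540/590 nm); concentration-response curves normalized to no-enzyme control.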
TrxR1 substrate: rat thioredoxin reductase 1 substrate activity; O89049; purified TrxR1 substrate turnover, NADPH consumption readout; Potency, µM (highest dose often 114 µM), for the others: top-dose activity change, negative = substrate turnover; 390,000 tested, 0.01% active; also: potency is read from the fitted curve at half-maximal effect; % is scaled to controls: 0 for no effect and ±100 for the full control effect; nearly all actives have a fitted effect of over 50% in size
Target sequence (O89049 whole entry, looked up): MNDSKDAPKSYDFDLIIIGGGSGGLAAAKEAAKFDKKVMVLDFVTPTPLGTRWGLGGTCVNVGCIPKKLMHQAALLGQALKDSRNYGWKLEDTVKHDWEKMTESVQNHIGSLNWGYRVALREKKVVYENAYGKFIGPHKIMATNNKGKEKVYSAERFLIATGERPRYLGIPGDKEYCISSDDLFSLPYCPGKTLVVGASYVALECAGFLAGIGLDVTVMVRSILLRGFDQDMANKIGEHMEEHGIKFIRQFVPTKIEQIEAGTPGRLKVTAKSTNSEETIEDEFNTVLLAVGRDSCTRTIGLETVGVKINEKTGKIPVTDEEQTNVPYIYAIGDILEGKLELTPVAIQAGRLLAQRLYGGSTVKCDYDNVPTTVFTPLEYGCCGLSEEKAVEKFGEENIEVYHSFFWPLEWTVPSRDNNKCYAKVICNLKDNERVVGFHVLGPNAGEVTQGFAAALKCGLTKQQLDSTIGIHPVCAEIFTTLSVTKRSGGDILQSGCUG
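Rat TrxR1, dispensed at 90 nM, was prereduced with 400 uM NADPH (final) for 5 min at ~22 deg C, then incubated with compound 15 min before 400 uM selenite. A first-read NADPH fluorescence drop versus no-compound background flagged substrates.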
HP1b binding inh: inhibitors of HP1-beta chromodomain binding to methylated histone tails; AlphaScreen HP1-beta / biotin-H3K9me3 peptide binding; 390,000 tested, 0.56% active; Potency, µM (top dose mostly 114 µM), for inactives: at the top dose activity change, negative = inhibition, actives largely listed as inhibitors; also: potency is read from the fitted curve at half-maximal effect; nearly all actives have a fitted effect of over 70% in size; inactives centre near 23
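AlphaScreen: HP1-beta (50 nM) preformed 30 min with biotin-H3(1-18)K9me3 peptide (50 nM) in PBS pH 7.4, 0.01% Tween-20. Compound added for 30 min at RT, then streptavidin donor/nickel chelate acceptor beads (10 ug/mL) for 30 min.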
rTrxR1 inhibitor: rat TrxR1 inhibition; recombinant rTrxR1, NADPH fluorescence consumption, selenite substrate; 390,000 tested, 1% active; AID 588453; Potency, µM (highest dose often 114 µM), without a hit: at the highest dose activity change, negative = inhibition, actives largely listed as inhibitors; O89049; also: potency is read from the fitted curve at half-maximal effect; % is scaled to controls: 0 for no effect and ±100 for the full control effect; nearly all actives have a fitted effect of over 65% in size
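Rat TrxR1 (90 nM in the dispensed reagent) was pre-reduced with 400 uM NADPH for 5 min at room temperature, then incubated with compound for 15 min. After 400 uM selenite was added, NADPH fluorescence (Ex 340/Em 450 nm) was followed for 8 min.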
PGK inhibitor: blocks T. brucei phosphoglycerate kinase. P07378. PGK/GAPDH coupled, Kinase-Glo luminescence, 60 min. Potency, µM (titrated, usually from 57.5 µM), inactives show top-dose activity change, negative = inhibition, actives largely listed as inhibitors. 380,000 tested, 0.043% active; also: potency is read from the fitted curve at half-maximal effect; % is scaled to controls: 0 for no effect and ±100 for the full control effect; nearly all actives have a fitted effect of over 60% in size
Target sequence (P07378 whole entry, looked up): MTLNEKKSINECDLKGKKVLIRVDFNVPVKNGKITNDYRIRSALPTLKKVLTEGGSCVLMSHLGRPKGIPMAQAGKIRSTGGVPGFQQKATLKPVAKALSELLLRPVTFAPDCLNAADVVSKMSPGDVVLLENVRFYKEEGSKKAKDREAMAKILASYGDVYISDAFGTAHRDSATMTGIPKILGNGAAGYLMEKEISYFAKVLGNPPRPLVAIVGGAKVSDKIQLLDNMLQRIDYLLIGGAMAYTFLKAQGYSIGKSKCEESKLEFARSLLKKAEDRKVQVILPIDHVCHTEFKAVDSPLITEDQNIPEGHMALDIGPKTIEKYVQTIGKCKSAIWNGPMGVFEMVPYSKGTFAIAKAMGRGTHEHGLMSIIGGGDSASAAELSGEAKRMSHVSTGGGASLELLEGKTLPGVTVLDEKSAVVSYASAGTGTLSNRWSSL
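Recombinant glycosomal PGK reaction used 1,3-bisphosphoglycerate generated in-well by GAPDH (100nM final) in 100mM TEA pH 7.6, 5mM MgCl2, 0.01% Tween-20. After 60 minutes at room temperature, ATP was read by Kinase-Glo Plus luminescence end-point.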
Pin1 inhibitor: blocks the human prolyl isomerase Pin1; Pin1 FP peptide displacement, HiFluor488, 10 min; Potency, µM (top dose mostly 115 µM), without a hit: at the top dose activity, negative = inhibition, hits mostly inhibitors; 390,000 tested, 0.009% active; Q13526; AID 504891; active = well fitted inhibition curve with a large enough effect in the polarisation, with a control signal flat, not every such curve was filed as active; inconclusive = small, poorly fitted or top-dose-only effect, or effect the other way, or a change in a side signal; inactive = no such curve, though single readings can be large or run the other way; the % refers to the polarisation; also: potency is read from the fitted curve at half-maximal effect; % is scaled to controls: 0 for no effect and ±100 for the full control effect
Target sequence (Q13526 whole entry, looked up): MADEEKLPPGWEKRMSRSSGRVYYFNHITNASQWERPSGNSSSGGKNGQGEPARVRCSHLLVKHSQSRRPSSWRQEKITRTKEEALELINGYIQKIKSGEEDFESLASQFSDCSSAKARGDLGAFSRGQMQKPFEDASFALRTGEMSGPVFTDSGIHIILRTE
USP1-UAF1 inh: inhibitors of human USP1/UAF1 deubiquitinase; recombinant USP1/UAF1, Ub-Rhodamine cleavage fluorescence; AID 743255; Potency, µM (series often up to 57.1 µM), for the others: top-dose activity change, negative = inhibition, most hits filed as inhibitors; 390,000 tested, 0.23% active; also: potency is read from the fitted curve at half-maximal effect; % is scaled to controls: 0 for no effect and ±100 for the full control effect; nearly all actives have a fitted effect of over 60% in size; inactives centre near -12
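High-throughput fluorogenic screen: 1nM USP1/UAF1 complex, Ub-Rho substrate 150nM final, 50mM HEPES pH 7.8 with 0.5mM EDTA, 0.1 mg/ml BSA, 1mM TCEP and 0.01% Tween-20.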
PI4K2A block: PI4K2A (human) kinase inhibition | Q9BTU6 | purified PI4K2A, ADP-Glo luminescence, 1 h; active compounds read low | activity change, negative = inhibition, % at 76.9 µM | 420,000 tested, 0.13% active; in the data active = activity change below about -50%; inconclusive = mostly about -30% to -49%;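 also: -100% = wells without enzyme as full effect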
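In this quantitative HTS, ADP production by PI4K2A was quantified luminescently after 1 h at ambient temperature; 100 microM adenosine served as plate-quality control.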
GLS inhibitor: glutaminase GLS (human) inhibition; Potency, µM (series often up to 45.5 µM), without a hit: top-dose activity change, negative = inhibition, most hits filed as inhibitors; GLS enzymatic activity, qHTS titration; 410,000 tested, 0.21% active; AID 624170; also: potency is read from the fitted curve at half-maximal effect; % is scaled to controls: 0 for no effect and ±100 for the full control effect
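Assay buffer: 45 mM KH2PO4 pH 8.2, 0.02% Tween-20. hKGA acts on L-glutamine (1 mM solution added); product glutamate is reported by an oxidase/peroxidase Amplex Red coupling, with fluorescence taken at baseline and 30 min.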
* marks the source's active call; other numbers are inactive results; i = inactive; u = inconclusive; x = no result given; [ ] = another dose, or the depositor's remark. Unless noted, calls follow the shape of the dose curve; as a rule, active = well fitted curve in the direction sought with a large enough effect; inconclusive = small, poorly fitted or top-dose-only effect, or another doubt; inactive = no such curve, though single readings can be large; an effect the other way counts as inactive or inconclusive. Only part of the results is shown. The share of hits here may be higher or lower than overall.

canonical_smiles | IDH1 R132H inh | TrxR1 substrate | HP1b binding inh | rTrxR1 inhibitor | PGK inhibitor | Pin1 inhibitor | USP1-UAF1 inh | PI4K2A block | GLS inhibitor
O=C(CN1CCN(C(=O)C2CCCO2)CC1)Nc1c(Cl)cccc1Cl (centres undefined) | 1% | -3% | 44%[activator] | -7% | 4% | -10% | -12% | 5 | 2%
CC(=O)N1N=C(c2cccs2)CC1c1cccs1 (centres undefined) | -1% | 5% | 1% | 12% | -9% | -5% | -24% | 3 | 0%
CCCC1=Nc2cc(C(=O)N3CCCC3)ccc2Sc2ccc(C)cc21 | 0% | -13% | -12% | -10% | 3% | 0% | -16% | -4 | 4%
CC(C)NCCOc1cccc(Br)c1 | 8% | -5% | 11% | -4% | -7% | -6% | -10% | -2 | 11%
CCCCC(=O)Nc1nc2ccc3nc(C)sc3c2s1 | 14% | 6% | 50%[activator] | 14% | -6% | 0% | u | -6 | 4%
Cc1cc(Cl)c2oc(C(=O)N(C)CCCN3CCOCC3)c(C)c2c1 | -3% | 7% | 41%[activator] | 19% | -3% | 0% | -20% | 7 | 0%
CCc1ccc(C(=O)COC(=O)c2n[nH]c3ccccc23)cc1 | 6% | 8%[57.1 µM] | 34% | 21%[57.1 µM] | 6% | 11% | -17% | -3 | -12%
COc1cccc(C(=O)Cn2c(NCCCO)nc3ccccc32)c1 | -7% | -3% | 23% | 19% | i | -1% | -13% | 1 | -4%
C=CCn1c(-c2ccc3[nH]c(C)c(C)c3c2)n[nH]c1=S | 7% | 10%[57.1 µM] | 1% | 9%[57.1 µM] | -7% | 0% | 2% | -1 | -7%
CCN1CCN(c2cc(C)c3cc(NC(=O)c4cccs4)ccc3n2)CC1 | 11% | 0% | -18% | 19% | -3% | u | -7% | 0 | -18%
COc1cc(S(=O)(=O)NCc2ccncc2)c(OC)cc1Cl | 6% | -16%[57.1 µM] | -13% | 24%[57.1 µM] | -4% | -7% | -3% | -3 | 0%
CCOc1cc(C(=O)NCCC(=O)N2CCC3(CC2)NCCc2[nH]cnc23)cc(OCC)c1OCC | 8% | 2% | 18% | 1% | 8% | -3% | -14% | -5 | -3%
COc1cccc(N2CCN(c3ccc4nnc(CCC(=O)Nc5ccccn5)n4n3)CC2)c1 | 6% | 7% | 21% | 13% | 3% | -4% | -13% | 3 | 19%
Clc1ccc(-c2csc(-c3ccno3)n2)cc1 | 1% | 8%[57.1 µM] | 50%[activator] | 18%[57.1 µM] | 19% | -3% | u | 0 | 7%
CCOc1ccc(CNCc2c(C(=O)O)c(C)n(Cc3ccc(C)cc3)c2C)cc1 | 20% | 3% | 28% | 3% | i | -5% | -3% | -8 | 13%
Cc1ccc(C(=O)NCc2cccc(C(F)(F)F)c2)cc1S(=O)(=O)N1CCCCC1 | -10% | -3%[57.1 µM] | 28% | -4%[57.1 µM] | -3% | 5% | -11% | -2 | -9%
Fc1ccc(CSc2nnc(-c3cnccn3)n2Cc2ccco2)cc1 | 11% | -1% | 6% | -25% | 0% | 5% | -26% | -2 | -6%
COc1ccc(Cl)cc1N(C(=O)c1ccco1)C(C(=O)NC1CCCC1)c1cccnc1 (centres undefined) | u | -1% | -7% | 6% | -9% | -6% | -4% | 1 | 2%
CCC1Sc2ccccc2N(CC(=O)NCc2ccc3c(c2)OCO3)C1=O (centres undefined) | 7% | 0% | 14% | -5% | -9% | 0% | 6% | -3 | 0%
NC1=NC[C@H](Cc2ccc(O)cc2)N1CCc1cccc2ccccc12 | -4% | 2% | 16% | 6% | i | 4% | u | -6 | 19%
O=C(Nc1cccc(-n2cnnn2)c1)c1cc(Cl)ccc1Cl | -2% | 5% | 25% | 20% | i | -9% | -23% | -3 | 6%
CNC(=O)COC(=O)/C=C/c1cccs1 | 4% | -3%[57.1 µM] | 39%[activator] | 13%[57.1 µM] | -7% | -5% | -12% | -5 | -7%
Cc1ccn2c(NC3CCCC3)c(-c3ccncc3)nc2c1 | 8% | -2% | 27% | 8% | i | -13% | -14% | 3 | 5%
c1cc(-c2nn[nH]n2)ccc1CN1CCCCC1 | 6% | 4% | 22% | 15% | -12% | 2% | 0% | 3 | -4%
O=C(Nc1ccn(Cc2ccccc2F)n1)c1ccc(COc2ccccc2Cl)cc1 | 5% | -4% | 23% | 3% | -3% | -2% | -24% | 3 | 3%
Cn1nc(CC(=O)NC2CCCCCC2)c2ccccc2c1=O | 9% | -2% | 41%[activator] | 10% | 2% | 2% | -6% | -8 | 10%
Cc1ccc(-c2n[nH]c(=S)n2/N=C/c2cc3c(cc2[N+](=O)[O-])OCO3)cc1 | -1% | 4% | 10% | 9% | 4% | -11% | -11% | 3 | -10%
O=C(COC(=O)c1cc(S(=O)(=O)N2CCOCC2)ccc1Cl)Nc1ccccc1Cl | 1% | -6% | 31% | -2% | 3% | 10% | -20% | 0 | 0%
O=C(CCc1nc(-c2ccccc2F)no1)Nc1cccnc1 | 0% | -12% | 26% | u | 1% | 5% | -2% | 3 | 4%
C/C(=N\OC(=O)Nc1ccccc1)c1cnn(-c2cc(C(F)(F)F)cc(C)n2)c1C | 0% | -10% | 38% | -20% | -3% | 16% | -18% | 5 | 3%
O=C(Nc1cccc(Cl)c1)ON1CCCCC1 | -2% | x | x | x | -2% | x | -23% | -5 | 4%
Cc1cc2ccccn2c1C(=S)NC(=O)c1ccccc1 | -4% | -17% | u | u | -13% | 16% | -24% | -3 | 18%
COC(=O)c1ccc(OCC(O)CNC2CCCC2)cc1 (centres undefined) | -8% | -1% | 40%[activator] | 17% | i | -1% | -14% | -1 | -3%
Cc1ccc(S(=O)(=O)N2CCN(c3ccc(C(F)(F)F)cc3[N+](=O)[O-])CC2)cc1 | 2% | -12% | -15% | 24%[57.1 µM] | -4% | 3% | -9% | -22 | u
CCNc1nc(NCC)n2c(SCC(=O)Nc3ccccc3[N+](=O)[O-])nnc2n1 | -1% | 10%[57.1 µM] | 14% | 3%[57.1 µM] | 1% | -6% | 3% | 0 | 4%
Cc1cc(=O)n2c(n1)NC(Nc1cccc(C)c1C)=NC2c1ccccc1 (centres undefined) | -4% | 4% | 40% | 26% | 1% | -5% | -25% | 4 | -2%
O=C(COC(=O)/C=C/c1ccccc1Cl)NCCc1ccc(Cl)cc1Cl | 2% | 8%[57.1 µM] | 48%[activator] | 10% | -8% | -6% | -20% | 0 | -7%
CCOC(CCNC(=O)c1cn(CCOC)c(=O)c2c1c1ccccc1n2C)OCC | 14% | 42%[activator] | 22% | 2% | -5% | -8% | -4% | -11 | -1%
CC(=O)N1CCC(N(C(=O)Nc2ccc(Cl)cc2)C(C)C)CC1 | -2% | -1% | 22% | 13% | i | -6% | -15% | -1 | 0%
CCOC(=O)CN(Cc1ccc(OC)c(OC)c1)S(=O)(=O)c1ccc(OC)cc1 | 2% | 10% | 14% | 19% | -7% | -2% | u | 0 | 7%
Cc1cccc(-n2cnc3c(sc4nc(N5CCOCC5)c5c(c43)CCCC5)c2=O)c1 | 3% | 14%[57.1 µM] | 20% | 42%[activator][57.1 µM] | 0% | 10% | -18% | 1 | 4%
O=C(N/N=C/c1ccncc1)NC1CCCCC1 | -2% | -5% | 40% | 4% | 5% | 5% | 0% | 1 | -1%
CCNC(=O)n1cc(-n2cncn2)c(-c2ccc(Cl)cc2)n1 | -6% | 3% | 33% | 12% | 3% | 3% | -11% | 2 | 3%
Cc1ccn2c(NC3CCCC3)c(-c3ccsc3)nc2c1 | 4% | 11% | 1% | 12% | -1% | 0% | -22% | 4 | 7.1µM*
Cc1ccc(C(=O)C2=C(O)C(=O)N(CCCN3CCOCC3)C23C(=O)N(C)c2ccccc23)o1 (centres undefined) | 8% | 0% | 49%[activator] | u | -3% | -2% | -28% | 7 | 11%
COc1ccc(-n2nnnc2S(=O)(=O)Cc2ccc(C(=O)O)cc2)cc1 | 2% | 1% | 49% | 16µM* | -8% | x | -6% | 64 | 0%
COc1cc(NC(=O)CN2CCC(Cc3ccccc3)CC2)c(C)cc1[N+](=O)[O-] | 1% | -6% | -11% | 4% | 2% | -1% | -7% | 5 | 8%
COc1cccc(CNC(=O)c2nnn(CC(=O)Nc3cccc(C)c3)c2N)c1 | 8% | 5%[57.1 µM] | 65%[activator] | 19%[57.1 µM] | -4% | 29% | -8% | 6 | 6%
O=C(Nc1ccccc1)c1ccc(CN2CCc3ccccc3C2)cc1 | -12% | -1%[57.1 µM] | 42%[activator] | 4%[57.1 µM] | 6% | -4% | -27% | 4 | -3%
CCc1cccc(C)c1NC(=O)CSc1nnc(Cc2csc(C)n2)o1 | 5% | 4% | 7% | 24% | -7% | -1% | -2% | 1 | -12%
CCC(Oc1ccccc1)C(=O)Nc1ccc(O)c(-c2nc3cc(C)ccc3o2)c1 (centres undefined) | x | 9% | 67%[activator] | 20% | x | 0% | -16% | 3 | 10%
CCN(CC)S(=O)(=O)c1ccc(/C=C/C(=O)OCC(=O)NCc2ccc3c(c2)OCO3)cc1 | 3% | 5% | 39% | 5%[57.1 µM] | 1% | 1% | -19% | 0 | 36%[activator]
CC1CCC(NC(=O)CCS(=O)(=O)c2ccc3c(c2)CC(C)N3C(=O)C2CC2)CC1 (centres undefined) | 8% | -10%[57.1 µM] | -9% | 17%[57.1 µM] | i | 4% | -13% | -3 | -8%
